Compound activity from PubChem.
PV pol inh – poliovirus RNA polymerase inhibition | P03300 | poliovirus polymerase elongation, fluorescence polarization; stronger effect = lower value | % elongation, % (compound at 16.7 µg/mL) | 0.66% of 150,000 active | AID 588519; in the data active = % elongation below about 90%; also: some results filed as inactive read as strong as hits
Target sequence (P03300 1749-2209 limits assumed): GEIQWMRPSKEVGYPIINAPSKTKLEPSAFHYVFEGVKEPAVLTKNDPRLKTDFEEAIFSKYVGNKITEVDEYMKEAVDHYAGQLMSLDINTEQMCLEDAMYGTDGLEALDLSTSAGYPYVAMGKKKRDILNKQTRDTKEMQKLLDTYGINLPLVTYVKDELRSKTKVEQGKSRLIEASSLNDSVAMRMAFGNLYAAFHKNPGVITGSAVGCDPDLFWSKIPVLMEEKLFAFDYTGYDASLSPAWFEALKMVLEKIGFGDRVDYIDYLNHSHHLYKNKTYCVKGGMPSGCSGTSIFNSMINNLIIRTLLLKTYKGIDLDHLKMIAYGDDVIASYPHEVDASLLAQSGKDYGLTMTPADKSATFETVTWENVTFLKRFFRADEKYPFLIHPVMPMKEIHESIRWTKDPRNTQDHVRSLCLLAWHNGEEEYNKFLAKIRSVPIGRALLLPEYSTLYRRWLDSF
PV pol inh FP z-score – further read-out of PV pol inh, marked with its call; z-score; measured here: FP z-score; hits read low
Starred values were filed as active, the others as inactive; & = joins results of further samples. The list is partial; the hit share may differ from the screen's.

SMILES	PV pol inh	PV pol inh FP z-score
Cc1ccc(CSc2nc(-c3ccc(C(C)(C)C)cc3)nc3cc(=O)[nH]n23)cc1	114.0	1.6
N#Cc1c(/N=C/c2ccc(O)cc2O)sc2c1C1CCN2CC1	120.0	3.7
Cc1cc(C)c(NC(=O)Cn2nnc(-c3ccccc3)n2)c(C)c1	105.0	0.2
CCOC(=O)c1cnc2ccccc2c1NCCCO	101.0	0
CC(=O)NCc1ccc(C(=O)Cn2nc(C(=O)O)c3ccccc3c2=O)o1	105.0	0.3
O=C(COc1cccc(Br)c1)NCC1CCCO1 (centres undefined)	105.0	0.9
COc1ccc(Nc2nnc(-c3ccc(C)c(S(=O)(=O)N4CCN(C)CC4)c3)c3ccccc23)cc1	106.0	0.4
CC(C)NC(=O)CN1C(=O)COc2ccc(S(=O)(=O)N3CCCCCC3)cc21	103.0	-0.6
S=c1sc2c(s1)SC1C(CC3C4C=CC(C4)C31)S2 (centres undefined)	100.0	-0.5
O=C(NCc1ccncc1)C1CC(=O)N(c2ccc(Cl)cc2)C1 (centres undefined)	104.0	0.8
Cc1ccccc1CS(=O)(=O)CC1Nc2ccc(C(=O)NCc3ccc(Cl)cc3)cc2NC1=O (centres undefined)	127.0	2.7
CCN(CC)S(=O)(=O)c1ccc2c(c1)nc(CCC(=O)Oc1ccc3c(c1)OCO3)n2CC	103.0	0
CCOc1ccc(-c2nc(SCC(=O)NC3CCCC3)c(-c3ccccc3)[nH]2)cc1OC	115.0	0.8
CN(Cc1csc(Nc2ccccc2)n1)Cc1cccs1	101.0	-0.3
Cc1ccc(-c2nc(CNC(=O)NC3CCCCC3)c(C)o2)cc1	105.0	-0.2
C[C@H](NC(=O)c1ccco1)C(=O)Nc1cccc(-c2nnc3n2CCCCC3)c1	104.0	0.2
CCCSCCCNC(=O)Cn1c(-c2cccs2)cc2ccccc21	111.0	0.2
CCOC(=O)CNC(=O)c1cc2c(=O)n(CC)c3ccccc3c2s1	106.0	0.3
O=C(Cn1ncc2c([nH]c3ccccc32)c1=O)Nc1ccc(Cl)cn1	102.0	-0.4
CC(C)Cc1nnc(NC(=O)c2ccccc2)s1	102.0	0.4
N#Cc1ccc(NC(=O)CC2(CC(=O)O)CCCCC2)cc1	99.0	-0.5
Cc1ccc(-n2c(=O)c3c(c4cc(C)ccc4n3C)n(CC(=O)NCC3CCCO3)c2=O)cc1 (centres undefined)	103.0	-0.6
CC(C)(C)NC(=O)Nc1cc(C(F)(F)F)cc(C(F)(F)F)c1	106.0	0.6
N/C(=N/O)c1ccccc1	102.0	0.1
COc1ccc(/C=C2\SC(=S)N(/N=C/c3ccc(OC)cc3)C2=O)cc1	101.0	-0.3
Cc1cccc(-c2nc3ccccc3c(=O)o2)c1	103.0	0.1
NNc1nnc(Cl)c2ccccc12	101.0	0.2
N#Cc1cc2c(=O)n3ccccc3nc2n(-c2nccs2)c1=O	106.0	1.4
Cc1nn(-c2ccccc2)c2c1C(c1ccccc1)C(NC(=O)c1ccccc1)C(=O)N2 (centres undefined)	101.0	0
COc1ccc(CCNC(=O)c2c(C)oc3ncnc(N4CCOCC4)c23)c(OC)c1	110.0	0.3

In the list so far, these contain an aryl thioether with sulfur outside any ring:
SMILES	PV pol inh	PV pol inh FP z-score
Cc1ccc(CSc2nc(-c3ccc(C(C)(C)C)cc3)nc3cc(=O)[nH]n23)cc1	114.0	1.6
CCOc1ccc(-c2nc(SCC(=O)NC3CCCC3)c(-c3ccccc3)[nH]2)cc1OC	115.0	0.8

(next part)
SMILES	PV pol inh	PV pol inh FP z-score
CSc1nc(N)nc(-c2cccs2)c1C#N	99.0	-0.9
Cc1ccn(C(=O)c2ccc(NC(=O)C3CCCCC3)cc2)n1	102.0	0.2
CC(=O)N1CCc2c(sc3c2c(=O)n(-c2ccccc2Cl)c(=O)n3Cc2cccc(C)c2)C1	113.0	1.6
Cc1cc(N2CCC(C)CC2)nc2ccc(NC(=O)/C=C/c3cccc(Cl)c3)cc12	105.0	0.1
CCOC(=O)c1c(C)[nH]c(CCC(=O)NCCCN2CCN(c3ccccc3F)CC2)c1C	113.0	0.9
O=C(CSc1ncnc2sc3c(c12)CCCC3)OC1CCCCC1	101.0	-0.2
O=C1CCCN2N=C(SCc3ccc(C(F)(F)F)cc3)SC2=N1	100.0	-0.6
COCCN1C2=C(C(=O)CC(C)(C)C2)C(c2cc(Br)c(O)c(OC)c2)C2=C1CC(C)(C)CC2=O	104.0	0.4
CCCCCOc1ccc(C(=O)N(Cc2ccccc2)C2CCS(=O)(=O)C2)cc1 (centres undefined)	100.0	-0.5
COc1ccc2c(c1)c(=O)oc1cc(OC(C)C(=O)O)ccc12 (centres undefined)	100.0	-0.1
COc1ccc(C2C(C#N)=C(O)NC(=O)C2[n+]2ccccc2)cc1OC (centres undefined)	103.0	0.1
Cc1cc(NC(=O)c2cccs2)n(-c2ccccc2)n1	102.0	0.1
NNC(=O)c1c(NC(=O)c2ccccc2)sc2c1CCC2	100.0	0
Cc1cccc(-c2noc(CN(C(=O)CCCN3C(=O)c4ccccc4C3=O)C3CCCCC3)n2)c1	105.0	0.5
Cc1cccc(C(=O)NC(=O)Nc2ccc(-c3cc(C(F)(F)F)nn3-c3ccccc3)cc2)c1	108.0	0.8
CCN1CCCC1CNC(=O)Nc1c[nH]c2ccc(C)cc2c1=O (centres undefined)	102.0	0
O=C(NCc1ccc(Cl)cc1)C1CCCN(C(=O)c2cnn(-c3ccc(F)cc3)c2-n2cccc2)C1 (centres undefined)	103.0	-1.2
Cc1ccc(OC(=O)c2ccc3snnc3c2)cc1	102.0	0.1
Cc1ccccc1C(=O)NC1CCN(CC(=O)NC2CCCCC2)CC1	101.0	-0.5
CC(C)c1cccc(C(C)C)c1NC(=O)c1ccc2ncccc2c1	103.0	0.1
COc1cc(NC(=O)CN2C(=O)CCc3cc(Br)ccc32)cc(OC)c1OC	105.0	-0.3
O=C(OCC(=O)c1cc(Cl)ccc1Cl)c1cccc(O)c1	103.0	0.7
CCC(=O)N1CCN=C1SC	103.0	0.4
COCc1[nH]c(=S)[nH]c(=O)c1C	103.0	0.4
Cc1cccc(CNC(=O)c2cnc3sc(N4CCCCC4)nn3c2=O)c1	108.0	0.3
CN(C(=O)CSc1ccccc1C(=O)O)C1CCCCC1	101.0	-0.3
CCC(=O)N1CCc2cc(Br)cc(S(=O)(=O)CCC(=O)NCC3CCCO3)c21 (centres undefined)	101.0	0.2
CC(C)CCNc1ncnc2c1sc1nc3c(cc12)COC(C)(C)C3	101.0	0
Cc1ccccc1C(=O)Nc1ccc2c(c1)n(C)c(=O)c(=O)n2C	100.0	-0.3
Cc1cccc(NCN2C(=O)C3C4C=CC(C4)C3C2=O)c1 (centres undefined)	103.0	0.3

Three structures already listed, arranged by number of heavy atoms, lowest first.
SMILES	PV pol inh	PV pol inh FP z-score
CCC(=O)N1CCN=C1SC	103.0	0.4
CN(C(=O)CSc1ccccc1C(=O)O)C1CCCCC1	101.0	-0.3
COc1cc(NC(=O)CN2C(=O)CCc3cc(Br)ccc32)cc(OC)c1OC	105.0	-0.3

(further entries)
SMILES	PV pol inh	PV pol inh FP z-score
O=C1C(c2sc(=S)n(-c3ccccc3)c2O)=Nc2ccccc21	102.0	0.1
Cc1cccc(-c2oc(C)c(C)[n+]2[O-])c1	98.0	-1.5
Cc1cccc2cc(C(c3nnnn3CCc3ccccc3)N3CCN(c4nc5ccccc5s4)CC3)c(=O)[nH]c12 (centres undefined)	103.0	0.4
O=C(CC1Nc2ccccc2NC1=O)Nc1cccc2ccccc12 (centres undefined)	101.0	0.1
CCN1CCCC1CNCc1ccccn1 (centres undefined)	102.0	0
COc1cc(CN(C(=S)NCC(=O)O)C2CCCC2)cc(OC)c1OC	101.0	-0.3
CCN(CC(=O)NC1CCS(=O)(=O)C1)C(=O)c1cc(OC)c(OC)c(OC)c1 (centres undefined)	106.0	0.6
COc1ccc(/C=C(/NC(=O)c2ccco2)C(=O)N2CCCCCC2)cc1OC	101.0	0.1
COc1ccc(C2=NCC(CSc3nnc(C(C)N(C)C)n3-c3ccccc3)S2)cc1 (centres undefined)	109.0	0.8
Cc1cccc(OCC(=O)Nc2cccc3cccnc23)c1C	109.0	0.6
Cc1ccc(C(=O)c2oc3ccccc3c2NC(=O)C(C)Oc2ccccc2Cl)cc1 (centres undefined)	106.0	0.2
COc1ccc(S(=O)(=O)c2cc(NS(=O)(=O)c3ccccc3)cc(C(C)C)c2O)cc1	112.0	1.3
Cc1ccc(Cn2c(=O)n(CCc3ccccc3)c(=O)c3c(C)c(C)sc32)cc1	106.0	0.1
CC1(C(=O)NCc2ccc3c(c2)OCO3)COC(c2ccccc2)OC1 (centres undefined)	99.0	-0.6
CC1(C)CC(=O)C2=C(C1)NC(SCC(=O)Nc1ccccc1)=C(C#N)C2c1ccco1 (centres undefined)	101.0	0.2
COc1ccc(N2CCN(C(=O)CCN3C(=S)NC(C)(C)CC3C)CC2)cc1 (centres undefined)	99.0	-1
O=C1NCCN(Cc2ccc(F)cc2)C1=O	105.0	-0.2
C=CCN(c1nccs1)S(=O)(=O)c1ccc(C)cc1	102.0	0.2
O=C(CNc1ccc(F)cc1)N/N=C1\CCc2ccccc21	103.0	0.2
Cc1nn(CC(=O)NC2CC2)c(=O)c2cc3cc(F)ccc3n12	103.0	-0.9
O=C(C1CCC1)N1CCN(c2ccnc3cc(Cl)ccc23)CC1	103.0	0
O=CN1CCN(C(=O)Cc2ccc(Cl)cc2)CC1	103.0	-0.1
O=C(Cn1ncc2c1-c1ccccc1OC2)N1CCCc2ccccc21	103.0	-0.2
COCCCNC(=O)CCCN1C(=O)CCn2nc(-c3cccn3C)cc21	111.0	1
CCOC(=O)n1ncc(C#N)c1N	98.0	-0.7
Cc1nn2c(=O)cc(COC(=O)c3ccc(NC(=O)COc4ccc(Cl)cc4)cc3)nc2s1	112.0	1.4
CCCn1c(=O)n(C)c(=O)c2c(SCc3nc(-c4cccc(Cl)c4)no3)nc(CC(C)C)nc21	103.0	-0.2
CN(CC(=O)Nc1sc2c(c1C#N)CCC2)Cc1nc2ccccc2c(=O)[nH]1	59.0	-5.2
O=C1CCCN1C(=O)CSc1nnc2c(Cl)cc(Cl)cn12	100.0	0
CCOC(=O)N1CCN(S(=O)(=O)N2CCCC(C(=O)NCc3ccc(OC)cc3OC)C2)CC1 (centres undefined)	111.0	0
CCN1CCSC1=NCc1cccs1	99.0	-0.4
Cc1ccc(NC(=O)c2cc(S(=O)(=O)N3CCCc4ccccc43)ccc2F)cc1F	108.0	-0.2
CC1CCc2c(sc(NC(=O)COC(=O)c3ccco3)c2C#N)C1 (centres undefined)	102.0	-0.1
CC(=O)NC(=S)Nc1cccc(C#N)c1	98.0	-0.3
CCCOc1ccc(Oc2nc(NCC(C)C)nc(N3CCOCC3)n2)nn1	105.0	-0.3
CCc1ccc(S(=O)(=O)NC2CCCCNC2=O)cc1 (centres undefined)	102.0	-0.2
CCC1CCCCN1S(=O)(=O)c1ccc(NC(=O)c2cc(=O)c3c(C)cc(C)cc3o2)cc1 (centres undefined)	106.0	-0.3
NC(=O)c1ccccc1NC(=O)C1SC(=Nc2cccc(Cl)c2)C(C(=O)NCc2ccco2)=C1N (centres undefined)	107.0	0.6
CCc1cccc(CC)c1NC(=O)c1c(Cl)nc2sccn12	108.0	0.4
Cc1noc(C)c1C(=O)OCC(=O)NCC12CC3CC(CC(C3)C1)C2	103.0	0.1
COc1ccc(CCC(=O)CCc2ccc(OC)cc2)cc1	102.0	-0.1
Cc1ccc(-c2nnc(SCC(=O)NC3CCCC3)nc2-c2ccc(C)cc2)cc1	106.0	-0.1
N#C/C(=C\c1ccc(OCC(N)=O)cc1)c1ccccc1	101.0	0
Cn1ccc2cc(S(=O)(=O)N3CCC(C(=O)NCCc4ccccc4)CC3)ccc21	107.0	0.2
COc1cc(NC(=O)c2cc3c(=O)n(Cc4cccs4)ccc3nc2C)cc(OC)c1OC	111.0	0.9
O=C(N/N=C1\CCc2ccccc21)c1ccccn1	104.0	0.1
O=C(NCCNC1CCCC1)c1ccco1	101.0	-0.6
CCN(CC)S(=O)(=O)c1ccc(NC(=O)/C=C/c2ccc(F)cc2)cc1	104.0	1.1
CCCC(=O)Nc1cc(-c2nnc(OC)c3ccccc23)ccc1N1CCOCC1	101.0	0.1
COC(=O)c1cccc(S(=O)(=O)N2CCC(NC(=O)Nc3cccc(F)c3)CC2)c1	101.0	-0.1
CS(=O)(=O)NCCc1csc2nc(-c3ccccc3)nn12	115.0	1.8
O=C(CSc1nc2ccccc2c(=O)n1C1CC1)c1ccc(Cl)cc1	103.0	0.4
CC(C)(Oc1ccc(CCNC(=O)c2ccc(Cl)cc2)cc1)C(=O)O	98.0&98.0&99.0&100.0	-1.2&-0.4&-0.1&0.1
O=C(Oc1ccc(-c2nnco2)cc1)C1c2ccccc2Oc2ccccc21	106.0	0.4
CCNC(=O)c1ccc(-n2c(-c3ccccc3)cc3c2CCCCC3)cc1	106.0	-0.2
Cc1nc2ccccc2c(=O)n1-c1cccc(NC(=O)c2ccc(Br)o2)c1	101.0	-0.4
O=C(Cn1cc(S(=O)(=O)N2CCCC2)c(S(=O)(=O)N2CCCC2)c1)N1CCCCCC1	102.0	0.3
CN(C)c1nc(-c2ccccc2O)nc2ccccc12	102.0	0.3
O=C(Cn1c(-c2cccs2)cc2ccccc21)NC1CCCCC1	100.0	-1.3
CC(=O)Nc1c(OC(C)=O)ccc2c(C)cc(=O)oc12	102.0	0
CCN(C(=O)Cn1cnc2sccc2c1=O)C1CCS(=O)(=O)C1 (centres undefined)	103.0	0.5

Among those listed so far, these contain an NH in an aromatic ring.
SMILES	PV pol inh	PV pol inh FP z-score
Cc1ccc(CSc2nc(-c3ccc(C(C)(C)C)cc3)nc3cc(=O)[nH]n23)cc1	114.0	1.6
CCOc1ccc(-c2nc(SCC(=O)NC3CCCC3)c(-c3ccccc3)[nH]2)cc1OC	115.0	0.8
O=C(Cn1ncc2c([nH]c3ccccc32)c1=O)Nc1ccc(Cl)cn1	102.0	-0.4
CCOC(=O)c1c(C)[nH]c(CCC(=O)NCCCN2CCN(c3ccccc3F)CC2)c1C	113.0	0.9
CCN1CCCC1CNC(=O)Nc1c[nH]c2ccc(C)cc2c1=O (centres undefined)	102.0	0
COCc1[nH]c(=S)[nH]c(=O)c1C	103.0	0.4
Cc1cccc2cc(C(c3nnnn3CCc3ccccc3)N3CCN(c4nc5ccccc5s4)CC3)c(=O)[nH]c12 (centres undefined)	103.0	0.4
CN(CC(=O)Nc1sc2c(c1C#N)CCC2)Cc1nc2ccccc2c(=O)[nH]1	59.0	-5.2
